RAD52 inh: RAD52 DNA annealing inhibitors, primary screen, biochemical, FRET, single point, set 2; recombinant RAD52 DNA annealing, FRET fluorescence; 0.46% of 360,000 active; AID 651710, 2012; inhibition, % at 18.7 µM; DNA repair protein RAD52 homolog (Homo sapiens), P43351;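 active means every replicate showing at least 50% inhibition; inconclusive means mean inhibition at least 50% but not in every replicate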
Target sequence (P43351 whole entry, looked up): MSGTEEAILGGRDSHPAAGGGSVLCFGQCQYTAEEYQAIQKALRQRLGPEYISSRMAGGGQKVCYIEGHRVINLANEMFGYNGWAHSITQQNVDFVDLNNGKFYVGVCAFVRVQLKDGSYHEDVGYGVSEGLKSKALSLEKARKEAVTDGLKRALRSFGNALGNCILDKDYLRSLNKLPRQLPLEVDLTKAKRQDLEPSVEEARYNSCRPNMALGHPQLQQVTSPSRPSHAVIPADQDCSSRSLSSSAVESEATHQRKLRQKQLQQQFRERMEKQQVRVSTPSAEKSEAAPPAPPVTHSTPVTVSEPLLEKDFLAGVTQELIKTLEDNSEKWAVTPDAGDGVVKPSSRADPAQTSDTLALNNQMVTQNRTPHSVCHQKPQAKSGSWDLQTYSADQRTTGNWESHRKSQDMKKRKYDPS
RAD54 inh: inhibitors of human RAD54 branch migration, primary screen, biochemical, fluorescence, single point. DNA repair and recombination protein RAD54-like (Homo sapiens), Q92698. RAD54 Holliday junction branch migration, FAM/BHQ fluorescence. inhibition, % at 10.4 µM. 0.14% of 360,000 active. AID 602329, 2012;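 active means mean normalized replicate activity at least 40 and at least half of replicates scoring 40 or more; inconclusive means only one of the two criteria met; inactive means mean below 40 and under half of replicates reaching 40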;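 further: 0% = median of neutral control wells and 100% = median of positive control wells; inhibitors cause a drop in the FAM fluorescence signal; in these data hits start at about 50%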
GSIS activator: GLuc luminescence reporter in INS-1E cells, primary screen for activators of glucose-dependent secretion of insulin | INS-1E GLuc reporter insulin secretion, 2-3 h | activation, % at 16.6 µM | 0.61% of 370,000 active;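 active means lowest replicate activation of at least 40%, so every replicate reaches that level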;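 further: 0% = median of neutral control wells and 100% = median of IBMX positive control wells; some compounds called inactive have numbers as strong as hits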
CFTR F508del cor: F508del CFTR correction, initial screen, CFBE line, single point; CFBE cells, YFP halide quenching; stimulated with forskolin plus potentiator P3; % fluorescence drop versus neutral controls; 0.36% of 350,000 active; AID 720511, 2013; activity (quench increase), % at 7.58 µM;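 active means mean added fluorescence quench of at least 8% versus neutral control, with both replicates also reaching 8%; inconclusive means only one of the mean or replicate conditions met; inactive means mean below 8% and not both replicates reaching 8%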;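 further: cells transiently co-express mutant CFTR-F508del with the halide-sensitive YFP; corrector assay measuring rescue of mutant channel to the surface after 24 h compound exposure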
DENV2 CPE: inhibitors of DENV2 cytopathic effect, primary screen, cell-based, plate reader, single concentration. AID 651640, 2012. 1.7% of 350,000 active. CPE inhibition, % at 9.99 µM. DENV2-infected cells, cytopathic effect rescue; in the data active means CPE inhibition above about 20%, passing the limit was not always enough; inconclusive means no clear call, values can overlap the other calls; tested in BHK-21 cells;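 further: 0% = median of neutral control wells and 100% = median of positive control wells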
Casp6 inh: human caspase-6 inhibitors, primary screen, biochemical, VEID-R110 fluorescence, single point, set 2; purified caspase-6, Z-VEID-R110 cleavage fluorescence; inhibition, % at 12.5 µM; 0.53% of 350,000 active; AID 686996, 2013;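 active means mean inhibition across replicates at least about 35%, with every replicate also reaching that limit, limit read from the data; inconclusive means only one of the two criteria met; inactive means neither criterion met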;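 further: 0% = median of neutral control wells and 100% = no fluorescence left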
Xi reactivation: activators of inactive X chromosome reactivation, primary screen, imaging, XiGFP fibroblasts, GFP high-content imaging, set 2. XiGFP mouse fibroblasts, % GFP-positive cells imaging, 3 d; cells co-treated with 5-aza-dC sensitizer; scaled so ellipticine positive control = 100%. activation, % at 7.58 µM. 0.055% of 360,000 active. AID 743238, 2013;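 active means mean normalized replicate activation at least 10% and every replicate at or above 10%; inconclusive means only one of the two criteria met; inactive means mean below 10% and not all replicates reach 10%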;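 further: 0% = median of on-plate neutral control wells and 100% = ellipticine 6 µM median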
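assay system = SV40-immortalized XiGFP fibroblast cells, line 68-5-11 | buffer or medium = DMEM plus 5-aza-dC sensitizer | doses = single-point pinned compound dosing | times = 3-day compound exposure, then 15 min fixation at room temperature | benchmarks = positive control ellipticine, 6 µM final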
E-selectin induc: E-selectin induction in HUVECs, primary screen, imaging, HUVEC, immunofluorescence imaging, single point; activation, % at 7.58 µM; normalized: neutral wells 0, TNF-alpha wells 100; P16581; AID 686992, 2013; 0.37% of 260,000 active;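 active means mean E-selectin-positive cell signal at least 10% of the positive control, reached in at least 60% of replicates, without over 20% cell loss; inconclusive means no rule given, readout overlaps actives, possibly toxicity-flagged; inactive means the rest, including those meeting only one limit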;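 further: in these data hits start at about 27%; measured in HUVEC primary endothelial cells; signal is the percent of cells scored E-selectin positive by PE staining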
Target sequence (P16581 whole entry, looked up): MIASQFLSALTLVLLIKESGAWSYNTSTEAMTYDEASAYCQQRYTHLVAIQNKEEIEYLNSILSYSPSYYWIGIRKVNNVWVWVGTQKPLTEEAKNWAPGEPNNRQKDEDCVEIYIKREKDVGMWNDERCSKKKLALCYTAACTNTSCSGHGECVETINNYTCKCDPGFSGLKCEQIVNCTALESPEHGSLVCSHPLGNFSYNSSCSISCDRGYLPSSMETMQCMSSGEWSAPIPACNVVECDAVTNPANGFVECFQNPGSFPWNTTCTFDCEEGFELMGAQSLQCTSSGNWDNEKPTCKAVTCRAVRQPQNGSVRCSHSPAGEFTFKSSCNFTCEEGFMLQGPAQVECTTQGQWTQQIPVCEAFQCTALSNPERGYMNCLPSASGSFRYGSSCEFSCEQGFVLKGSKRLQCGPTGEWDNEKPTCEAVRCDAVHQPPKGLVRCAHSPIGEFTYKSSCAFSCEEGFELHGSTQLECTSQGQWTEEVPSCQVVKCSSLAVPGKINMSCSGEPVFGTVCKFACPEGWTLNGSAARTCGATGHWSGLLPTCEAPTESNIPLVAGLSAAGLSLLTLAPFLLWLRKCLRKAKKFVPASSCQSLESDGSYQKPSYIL
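Assay system: HUVEC primary endothelial cells. Input: 3,000 HUVEC seeded per well. Doses: one compound dose added by pin transfer. Read-out basis: % PE-positive cells. Benchmarks: TNF-alpha high, DMSO low. Detection: immunofluorescence imaging. Buffer or medium: EGM-2, gelatin.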
Starred values were filed as active, the others as inactive; ? = inconclusive; / = no result given; & = joins results of further samples.

molecule | RAD52 inh | RAD54 inh | GSIS activator | CFTR F508del cor | DENV2 CPE | Casp6 inh | Xi reactivation | E-selectin induc
CCOc1ccc(S(=O)(=O)Nc2ccncc2)c(C)c1C | -5 | -4 | 17 | -0.1 | 2 | 1 | 0.0 | /
CS(=O)(=O)c1cccc(S(=O)(=O)N2CCN(c3ccccn3)CC2)c1 | -3 | 4 | 5 | 0.2 | 1 | 3 | 0.0 | 0.3
CCC(=O)N[C@H]1C=C[C@@H](CC(=O)NCc2ccc(OC)cc2)O[C@H]1CO | 0 | -4 | 6 | 2.4 | 1 | 3 | 0.3 | 0.1
C[C@@H]1CN([C@H](C)CO)C(=O)c2cc(NC(=O)C3CC3)ccc2O[C@@H]1CN(C)S(=O)(=O)c1ccc(Cl)cc1 | 15 | -4 | 2 | 2.1 | 3 | 0 | 0.1 | -0.1
CC(=O)[C@@]1(O)C(C)CC2C3C=C(C)C4=Cc5c(cnn5-c5ccccc5)C[C@]4(C)C3C(O)C[C@@]21C (some centres undefined) | -7 | -1 | -29 | 2.4 | 7 | -1 | 0.0 | /
CO[C@H]1CN(C)C(=O)c2cc(NC(=O)Nc3cc(Cl)cc(Cl)c3)ccc2OC[C@@H](C)NC[C@H]1C | / | / | -1&8&-16 | -0.5 | / | / | 0.0&0.0&0.0 | 0.1
COCCN1C(=O)CCC1(C)C(=O)Nc1ccc2ccccc2c1 (centres undefined) | -1 | -7 | 7 | -3.8 | -9 | 0 | 0.3 | -0.1
Cc1ccsc1/C=N/n1c(-c2cc(-c3ccccc3)n[nH]2)n[nH]c1=S | -14 | / | -1 | 4.6 | 5 | -6 | ? | /
CN(Cc1ccc(Cl)cc1)C(C(=O)NC1CCCCC1)c1cc2ccccc2o1 (centres undefined) | -13 | -5 | -4 | -4.6 | -16 | -1 | 0.0 | 0.0
CCOC(=O)c1cnc2ccccc2c1NCc1ccco1 | 12 | 21 | -2 | 2.1 | -5 | 0 | -0.1 | /
c1ccc(COc2ccc(Nc3ncnc4nc[nH]c34)cc2)cc1 | 19 | 16 | -5 | 0.5 | 0 | -2 | 0.2 | 0.8
Nc1[nH]c(C(=O)c2ccccc2)c(-c2ccc(Br)cc2)c1C(=O)NC1CC1 | -4 | / | 3 | 4.3 | 15 | 0 | -0.1 | -0.1
O=C(CSc1nnc(-c2cccs2)o1)N1CCCCC1 | -16 | -3 | 9 | -2.8 | 1 | 1 | 0.4 | 0.0
Cc1ccccc1NC(=O)COC(=O)CCc1nc2ccccc2c(=O)[nH]1 | -33 | 4 | -2 | -0.9 | 5 | 1 | -0.4 | -0.7
C[C@H]1CN([C@@H](C)CO)C(=O)CCCn2nncc2CO[C@@H]1CN(C)C(=O)C1CCCCC1 | 5 | 0 | -3 | -3.3 | 5 | 1 | -0.1 | 0.6
NCC[C@H]1CC[C@@H](NC(=O)C2CCCCC2)[C@@H](CO)O1 | -9 | 0 | 5 | -0.9 | 4 | 0 | -0.6 | -0.4
COc1cccc(-c2ccc([C@@H]3[C@H](C#N)N(C(=O)Cc4ccccc4)[C@H]3CO)cc2)c1 | -65 | -11 | -14 | 1.3 | -3 | -1 | -0.1 | 0.4
O=C(CCC(=O)NNC(=O)Nc1ccc(Cl)cc1)NCc1ccccc1 | -7 | -1 | 1 | 0.9 | -5 | -3 | / | /
COc1ccccc1NC(=O)NNC(=O)CCN1CCOCC1 | -8 | -2 | 3 | 1.9 | 3 | -9 | 0.0 | 0.5
COc1ccccc1OCC(=O)NC1CCCc2ccccc21 (centres undefined) | -16 | 3 | 38 | 3.9 | -1 | 0 | 0.0 | 0.2
CC(C)(C)c1ccc(C(=O)Nc2ccc(Cl)cc2)cc1 | -17 | / | -6 | -3.1 | -13 | 1 | 0.0 | /
Cc1cc(C(=O)NCCCc2ccccc2)no1 | -15 | 0 | -5 | -1.1 | 6 | -4 | / | /
CN1CCCCN2[C@@H](CO)[C@H](c3ccc(-c4cccnc4)cc3)[C@@H]2C1 | 27 | -20 | -2 | -1.6 | -8 | 0 | 0.1 | -0.2
O=C(NCC[C@@H]1CC[C@H](NC(=O)c2cnccn2)[C@H](CO)O1)c1ccc2c(c1)OCO2 | -5 | 4 | 11 | 1.9 | 13 | -1 | 0.9 | -0.6
CN1CCN(C(=O)C[C@@H]2CC[C@@H](NC(=O)Cc3ccccn3)[C@@H](CO)O2)CC1 | 6 | -1 | 30 | 1.1 | -6 | 0 | 0.5 | 0.2
Cc1noc(C)c1S(=O)(=O)Nc1cccc2c1O[C@H](CN(C)S(C)(=O)=O)[C@H](C)CN([C@H](C)CO)C2=O | -6 | -1 | 8 | 1.3 | -2 | 3 | 0.0 | -13
Cc1nc(C(=O)N2CCCC(Nc3ccc(C)c(C)c3)C2)cs1 (centres undefined) | -12 | -7 | 4 | 3.5 | -1 | 3 | 0.2 | /
CCNC(=O)C1(C)CCN(C(=O)c2ccc(OC(F)F)cc2)C1 (centres undefined) | -6 | 1 | / | 1.1 | 1 | -3 | 0.1 | /
C[C@H](CO)N1C[C@H](C)[C@H](CN(C)C(=O)Nc2ccc3c(c2)OCO3)Oc2cc(C#Cc3cccnc3)ccc2S1(=O)=O | -21 | 8 | -1 | 0.6 | -5 | 3 | -0.7 | 1.7
O=C(NC(=S)NNC(=O)c1cc2ccccc2cc1O)c1ccco1 | -14 | / | -6 | -0.4 | ? | 5 | -0.1 | 1.1
C/C=C/c1ccc(OCC(=O)OCC(=O)Nc2c(C)nn(-c3ccccc3)c2C)c(OC)c1 | -4 | / | -9 | -1.8 | 4 | -3 | -0.1 | 0.3
COc1ccc(NC(=O)CSc2nc(SC)ns2)c(OC)c1 | -11 | -2 | -5 | -2.5 | 0 | 1 | 0.0 | 0.1
O=C1CC2C(CCC23OCCO3)c2ccc3ccccc3c21 (centres undefined) | -5 | / | -2 | -0.8 | 3 | -1 | 0.1 | 0.7
CC(C)N(CCNCC(O)COc1ccc(C(C)(C)c2ccccc2)cc1)C(C)C (centres undefined) | 41 | / | 4 | 0.9 | -6 | -45 | 0.0 | 5.6
COc1ccccc1N1CCN(C(=O)C(C)CS(=O)(=O)c2ccc3c(c2)NC(=O)CS3)CC1 (centres undefined) | 3 | -7 | -5 | 1.6 | 1 | 68* | 0.2 | 0.0
O=C(NNC(=O)c1ccccc1O)c1ccc(NS(=O)(=O)c2ccc(F)cc2)cc1 | -11 | 4 | -9 | 0.8 | -2 | 3 | 0.1 | /
O=c1c(Cl)c(N2CCC3(CC2)OCCO3)cnn1C12CC3CC(CC(C3)C1)C2 | -10 | -3 | 10 | -3.4 | 9 | 2 | -0.1 | 7.0
CC(C)NC(=O)Nc1ccc2c(c1)C(=O)N([C@H](C)CO)C[C@@H](C)[C@H](CN(C)S(=O)(=O)c1ccc(F)cc1)OCCCC[C@H](C)O2 | 5 | 6 | -14 | 0.4 | -9 | 0 | 0.4 | -0.1
Cc1ccc(Cn2ncc(C)c2N)o1 | 9 | / | 3 | 0.6 | -2 | -1 | 0.0 | -0.5
CCCc1cc(=O)[nH]c(SCc2csc(-c3ccccc3)n2)n1 | -13 | / | 12 | -0.4 | ? | 0 | 0.0 | /
COc1ccc([N+](=O)[O-])cc1C(=O)Nc1ccc(Cc2ccncc2)cc1 | -1 | / | -4 | -1.6 | -2 | -1 | 0.0 | /
O=C(/C=C/c1ccc(F)cc1)NNC(=O)CCN1CCN(Cc2ccccc2)CC1 | -16 | / | 10 | -3.1 | 6 | 2 | 0.5 | 2.8
N#CCC(=O)Nc1ccc(C(=O)OCC(=O)C23CC4CC(CC(C4)C2)C3)cc1 | -72 | -4 | -13 | 3.8 | -5 | 1 | 0.2 | /
CCCCCC(O)(c1ccc(OC)cc1)C(CN1CCOCC1)c1ccccc1 (centres undefined) | 11 | -1 | -12 | 0.2 | -2 | 3 | 0.7 | 0.4
O=C(Nc1ccc(-n2cnnn2)cc1)c1cn2ccccc2n1 | -18 | -9 | 5 | -0.3 | 1 | -3 | 0.1 | 4.9
CCOC(=O)CCn1nnc(N)n1 | -23 | -4 | 5 | 1.5 | / | -1 | / | /
CC[C@]12c3[nH]c4ccccc4c3CCN1C(=O)C(CC(=O)NCCCN(C)C)C[C@@H]2C(=O)N1CCN(C(=O)C2CC2)CC1 (some centres undefined) | -10 | 0 | / | 1.6 | -6 | -41 | -0.1 | 0.0
Oc1ccc(C[C@@H]2CNCCN2CCc2cccc3ccccc23)cc1 | 15 | 18 | 16 | 2.4 | -8 | -2 | 0.1 | 0.0
Cc1cccc(CN2CCN(C3CN(Cc4cn(Cc5ccc(Cl)cc5)nn4)S(=O)(=O)C3)CC2)c1 (centres undefined) | -9 | / | -23 | -7.5 | 3 | -1 | 0.1 | 3.6
COc1cc(CNc2ncnc3c2ncn3[C@H]2CN(Cc3ccc(Cl)cc3)C[C@@H](CO)O2)cc(OC)c1OC | -7 | -4 | -33 | 1.2 | -2 | 2 | 0.2 | -0.2

Going on with the list.
molecule | RAD52 inh | RAD54 inh | GSIS activator | CFTR F508del cor | DENV2 CPE | Casp6 inh | Xi reactivation | E-selectin induc
CO[C@@H]1CN(C)C(=O)c2cc(NC(=O)C3CCC3)ccc2OC[C@H](C)N(Cc2ccccn2)C[C@@H]1C | -6 | -11 | 3 | -0.7 | 1 | -3 | -0.1 | -0.2
O=C(NCc1nc2ccccc2[nH]1)C1CCCCC1 | -16 | / | 3 | 0.6 | -4 | 1 | 0.1 | /
C[C@@H]1CCCCO[C@H](CN(C)C(=O)Nc2ccc(C(F)(F)F)cc2)[C@@H](C)CN([C@H](C)CO)C(=O)c2cc(NS(=O)(=O)c3cn(C)cn3)ccc2O1 | -22 | 10 | 0 | 1.8 | -9 | -1 | 0.2 | 0.3
O=C1CCC([N+](=O)[O-])C(c2ccc(C(F)(F)F)cc2)N1 (centres undefined) | -14 | / | / | 2.0 | 1 | 2 | 0.0 | 1.5
N#C/C(=C\c1ccco1)C(=O)Nc1cccc2ncccc12 | -18 | / | 8 | 0.6 | 19 | 1 | 0.1 | /
O=C(NNC(=O)c1ccc2nonc2c1)Nc1ccc(Cl)cc1 | -16 | -5 | 13 | 0.4 | 0 | -1 | 0.0 | /
CSc1ccc(C(=O)Nc2cc(S(=O)(=O)N3CCOCC3)ccc2N2CCOCC2)cc1[N+](=O)[O-] | -8 | -1 | -7 | 1.3 | 8 | -1 | 0.0 | -0.7
C[C@@H]1CCCCO[C@H](CN(C)S(=O)(=O)c2ccccc2)[C@@H](C)CN([C@@H](C)CO)C(=O)c2cc(N(C)C)ccc2O1 | 20 | 5 | / | -2.2 | -10 | 0 | 0.0 | 0.1

Screening results: PubChem, Broad Institute
